hERG protect: hERG (human) protection from proarrhythmic block; activation (rescue from dofetilide block), less the hit threshold, % at 10 µM; Q12809; 0.51% of 310,000 active; CHO-hERG, FluxOR thallium flux, dofetilide IC70 present; AID 1511;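 active = activation above the mean of controls blocked by dofetilide plus 5 SD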;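 also: thallium influx through hERG after potassium depolarization seen as dye fluorescence rise; in these data hits start at about 4.7%; inactives centre near -7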
RGS4 pot: RGS4 potentiation or activation. HEK293 M3R/inducible RGS4, carbachol calcium flux Fluo4; hits give low values. 0.92% of 310,000 active. B-score at 10 µM;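 active = B-score of the integrated calcium signal more than 4 SD below the library mean, with starting fluorescence not abnormally high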;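 also: negative B-score means reduced calcium response which marks RGS4 activation or potentiation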
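Assay system: Inducible-RGS4 HEK293 cells carrying M3 receptor | Schedule: Compound preincubation 20 min at room temperature before agonist | Signal: Kinetic calcium fluorescence imaging with Fluo4-AM dye, 2 µM | Read-out basis: B score from integrated fluorescence ratio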
KCNQ1 block: blocks the human KCNQ1 potassium channel | P51787 | CHO-K1 KCNQ1, FluxOR thallium flux fluorescence; hits give high values | B-score at 10 µM | 1.3% of 310,000 active;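 active = compounds whose thallium flux B-score, printed positive for inhibition, exceeds three library SD while starting fluorescence stays within three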;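 also: channel opened by potassium depolarization with thallium stimulus after 20 min compound exposure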
Target sequence (P51787 whole entry, looked up): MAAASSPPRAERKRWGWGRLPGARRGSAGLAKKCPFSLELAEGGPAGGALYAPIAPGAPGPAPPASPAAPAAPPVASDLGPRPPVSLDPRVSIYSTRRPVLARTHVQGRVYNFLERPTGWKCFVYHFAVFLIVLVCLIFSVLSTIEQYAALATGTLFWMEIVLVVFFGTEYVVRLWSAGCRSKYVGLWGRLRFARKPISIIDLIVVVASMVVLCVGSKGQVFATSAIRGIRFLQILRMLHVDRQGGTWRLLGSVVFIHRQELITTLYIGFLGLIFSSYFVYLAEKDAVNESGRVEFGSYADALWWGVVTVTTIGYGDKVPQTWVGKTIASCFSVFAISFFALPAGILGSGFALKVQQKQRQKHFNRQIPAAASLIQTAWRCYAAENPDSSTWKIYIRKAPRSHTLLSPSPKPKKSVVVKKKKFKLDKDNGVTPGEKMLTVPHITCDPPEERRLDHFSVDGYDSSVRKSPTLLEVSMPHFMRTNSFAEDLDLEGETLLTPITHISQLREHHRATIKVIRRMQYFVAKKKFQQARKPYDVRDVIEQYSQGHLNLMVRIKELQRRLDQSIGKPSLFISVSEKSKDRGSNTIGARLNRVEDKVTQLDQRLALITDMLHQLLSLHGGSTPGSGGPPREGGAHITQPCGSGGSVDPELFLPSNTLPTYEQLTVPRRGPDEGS
KCNQ1 act: potentiates or activates the human KCNQ1 potassium channel. CHO-K1 KCNQ1, thallium flux FluxOR fluorescence; hits give high values. 0.35% of 310,000 active. B-score at 10 µM;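 active = fluorescence ratio B-score, a plate-corrected score, at least three library SD, with initial intensity B-score within 5 SD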
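System: CHO-K1 cells stably expressing KCNQ1 / Medium: assay buffer for compound exposure, DMSO matched across wells / Reagent: thallium- and potassium-containing depolarizing buffer / Compound: one concentration, matched DMSO / Incubation: 20 min compound pretreatment at room temperature / Measured by: kinetic FluxOR fluorescence, 10 s baseline plus 110 s post-stimulus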
PolyA inhibitor: yeast polyadenylation inhibition; S. cerevisiae SKY197-pL101 polyadenylation reporter, beta-gal luminescence; efflux-impaired pdr1/pdr3 knockout yeast; score 100 = 6 SD above DMSO; 0.02% of 300,000 active; calls only at 12 µM; AID 1875;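 active = lowest replicate activity score at least 50, where 100 means six control SD above control mean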;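 also: yeast exposed to compound for 9 h at 30 °C; higher score means more reporter readthrough which indicates perturbed polyadenylation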
KCNK9 inh: blocks the human KCNK9 two-pore domain potassium channel. Q9NPC2. HEK293 KCNK9, FluxOR thallium flux fluorescence; hits give low values. B-score at 10 µM. 1.2% of 310,000 active. AID 488922;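 active = ratio B-score over 3 SD below the library mean, with starting fluorescence within 5 SD of its mean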;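 also: negative B-score means less thallium flux so channel inhibition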
DYRK1A inh: inhibitors of rat Dyrk1A kinase; inhibition, % at 12.5 µM; 0.43% of 310,000 active; ADP-Glo luminescence, NFATc1 peptide; AID 504441; in the data active = inhibition above about 50%;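 also: plate controls were vehicle with enzyme for no effect and no enzyme for full effect; many of its hits are not listed in these tables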
GSK3beta inhib: human GSK3beta kinase inhibition. 0.038% of 300,000 active. GST-GSK3beta kinase, ADP-Glo luminescence, 60 min; hits give low values. activity score (negative = inhibition), % at 10 µM;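 active = more than half of replicate wells score below -50%, meaning over 50% inhibition versus plate controls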;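 also: 0% = median DMSO wells and -100% = median GW8510 positive control wells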
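Test system – GST-tagged human GSK3beta kinase, cell-free · Incubation – 60 min enzyme reaction, room temperature · Signal – ADP-Glo luminescence · Also added – peptide substrate and ATP at 25 µM · Controls – DMSO neutral wells and GW8510 at 20 µM as positive · Buffer or medium – Tris/MgCl2 kinase buffer · Measure – Luminescence-derived activity versus plate DMSO and GW8510 wells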
GSK3 alpha inh: human GSK-3 alpha kinase inhibition; P49840; ADP-Glo luminescence, 60 min; inhibition, % at 10 µM; 0.1% of 320,000 active; AID 2650;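 in the data active = inhibition above about 50%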;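 also: GST-tagged GSK-3 alpha with peptide substrate and 25 µM ATP; 0% = DMSO neutral wells and 100% = GW8510 positive control wells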
RGS4 inh: human RGS4 inhibition | P49798 | HEK293 M3R/RGS4 inducible, Fluo-4 calcium flux; hits give high values; triggered by carbachol at its EC20 | B-score at 10 µM | 0.45% of 310,000 active;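 active = B-score, a plate-corrected calcium signal, over three deviations above library mean, with baseline fluorescence within five deviations of library mean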;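 also: RGS4 expression induced by doxycycline in cells with stable M3 receptor; B-score is computed from the integrated fluorescence ratio over baseline after carbachol; higher B-score means a larger calcium signal and so more RGS4 inhibition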
Target sequence (P49798 whole entry, looked up): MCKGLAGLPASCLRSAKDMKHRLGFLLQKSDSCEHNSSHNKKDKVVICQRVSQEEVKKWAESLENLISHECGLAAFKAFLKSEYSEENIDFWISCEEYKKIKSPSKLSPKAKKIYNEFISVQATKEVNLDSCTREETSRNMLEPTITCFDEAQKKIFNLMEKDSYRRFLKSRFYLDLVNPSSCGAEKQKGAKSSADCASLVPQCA
KCNK3 block: human KCNK3 channel inhibition, primary screen; O14649; CHO-KCNK3 thallium flux, FluxOR fluorescence; hits give low values; B-score at 10 µM; 0.84% of 340,000 active;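 active = B-score under library mean minus 4 SD, starting fluorescence ratio at most library mean plus 5 SD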;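 also: more negative B-score means stronger inhibition of thallium flux through KCNK3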
* = called active by the depositor; i = inactive; x = no result given. These rows are one share of the data (hit frequency here may not be typical).

compound	hERG protect	RGS4 pot	KCNQ1 block	KCNQ1 act	PolyA inhibitor	KCNK9 inh	DYRK1A inh	GSK3beta inhib	GSK3 alpha inh	RGS4 inh	KCNK3 block
CCCN(CCC)Cc1c(C(=O)N/N=C/c2ccc(C)o2)nnn1-c1nonc1N	-3	i	i	i	i	i	-5	3	-3	i	i
COC(=O)C1C(=O)C2=C(CC1C)NC(=O)CC2c1ccc(O)c(OC)c1 (stereo not drawn)	-6	i	i	i	i	i	-6	2	2	i	i
CN(C)S(=O)(=O)Oc1ccccc1C(=O)Nc1ccccc1Cl	-10	i	i	i	i	i	-4	0	0	i	i
CN1CCCC(OC(=O)COc2ccccc2)C1 (stereo not drawn)	-4	i	i	i	i	i	-4	1	-2	i	i
Cc1cc2nc(SCCN3CCOCC3)[nH]c2cc1C	-10	i	i	i	i	i	10	-4	2	i	i
COc1cccc(CSCC(=O)NCCc2ccccc2)c1OC	-5	i	i	i	i	i	2	4	-1	i	i
CCN(CC)S(=O)(=O)c1cc(C(=O)OCC(=O)c2ccc3c(c2)NC(=O)CO3)ccc1Cl	-7	i	i	i	i	i	1	1	-1	i	i
CCOC(=O)CSc1cc(C)nc(NC(C)=O)n1	-3	i	i	i	i	i	-4	-3	0	i	i
Cc1ccc2c(C)c(C(=O)Nc3ccc(S(=O)(=O)Nc4onc(C)c4C)cc3)oc2c1	-13	i	i	i	i	i	-6	2	-5	i	i
Cn1c(=O)n(CCCOc2ccc(Br)cc2)c2ccccc21	-14	i	i	i	i	i	7	-1	-2	i	i
Cc1noc(C)c1CSCC(=O)Nc1ccccc1N1CCCCC1	-19	i	i	i	i	i	0	-4	-2	i	i
CC1=C([N+](=O)[O-])C(c2ccc(O)c(O)c2)NC(=O)N1 (stereo not drawn)	-7	i	i	i	i	i	2	-6	3	i	i
CCOC(=O)CC(=O)CSc1n[nH]c(=O)[nH]c1=O	-9	i	i	i	i	i	-3	-6	x	i	i
O=C(/C(Cl)=C/Nc1ccc(Br)cn1)C(F)(F)F	-8	i	i	i	i	i	-2	3	1	i	i
O=C(CCN1CCOCC1)NCC1COc2ccccc2O1 (stereo not drawn)	-4	i	i	i	i	i	-3	-1	-1	i	i
COCCn1c(SC(C)C(=O)NC2CCCCC2C)nc2ccccc2c1=O (stereo not drawn)	-10	i	i	i	i	i	17	-3	-1	i	i
O=C1OC(Cc2ccccn2)C(O)=C1C1=NCCCN1 (stereo not drawn)	2	i	i	i	i	i	2	0	x	i	i
Cc1ccc(S(=O)(=O)Nc2ccc(Cl)cc2C(=O)c2ccccc2)cc1	-7	i	i	i	i	i	0	1	0	i	i
CN(C)CCNC(=S)NC1CCCCC1	-10	i	i	i	i	i	0	-4	0	i	i
CCCC(=O)Nc1c(C)nn(C(=O)CCC)c1C	-6	i	i	i	i	i	9	-2	-3	i	i
CC(=O)c1cccc(NC(=O)Nc2ccccc2)c1	-12	i	i	i	i	i	16	-3	0	i	i
Cc1nc(OCc2c(C)noc2C)c2ccccc2n1	-7	i	i	i	i	i	1	4	-4	i	i
CCOC(=O)C1(CCCc2ccccc2)CCN(C(=O)[C@@H]2C[C@@H](C)NC(=S)N2)CC1	-16	i	i	i	i	i	-1	-1	1	i	i
COC(=O)Cn1c(=NC(=O)c2ccc(S(=O)(=O)N3CCc4ccccc4C3)cc2)sc2cc(OC)ccc21	-15	i	i	i	i	i	3	-1	0	i	i
CC(=O)Nc1cccc(NC(=O)CSc2nc(=O)n(Cc3ccccn3)c3c2CCC3)c1	-14	i	i	i	i	i	-5	2	1	i	i
Cc1oc2ccc(NS(=O)(=O)c3ccc(F)cc3)cc2c1C(=O)O	-7	i	i	i	i	i	0	x	-6	i	i
O=C1CSC(=S)N1c1ccc(F)cc1	-4	i	i	i	i	i	x	-1	-2	i	x
Cc1ccc(Cn2c(SCC(=O)N/N=C/c3ccc(C)o3)nc3ccccc32)cc1	-15	i	i	i	i	-21*	6	0	-1	i	i
Cc1ccccc1NC(=S)NCCC(c1ccccc1)c1ccccc1	-6	i	7*	i	i	i	0	-2	6	i	i
COc1cccc(C2/C(=C(/O)c3cnn(-c4ccccc4)c3C)C(=O)C(=O)N2CCN(C)C)c1 (stereo not drawn)	-4	i	i	i	i	i	2	-1	-2	i	i
COc1ccc(CNC(=O)[C@H](C)NC(=O)C2CCN(S(=O)(=O)c3ccc(C)cc3)CC2)cc1	-14	i	i	i	i	i	0	-6	0	i	i
O=C(Cc1cccs1)Nc1cccnc1	-4	i	i	i	i	i	2	2	2	i	i
O=C(N1CCN(c2ccccc2)CC1)C12CC3CC(CC(C3)C1)C2	-5	i	i	i	i	i	-4	-2	-2	i	i
C/C(=N\NC(=O)c1cc(C)nc2ccc(C)cc12)c1ccncc1	-8	i	i	i	i	i	1	1	-1	i	i
COC(=O)c1nn(-c2ccccc2)c(=O)cc1O	0	i	i	i	i	i	-7	1	-1	i	i
CN(C1CCCCC1)S(=O)(=O)Cc1ccccc1	-15	i	i	i	i	i	14	1	-2	i	i
CC(=O)c1ccc(NC(=O)C[n+]2ccccc2)cc1	-7	i	i	i	i	i	0	2	-3	i	i
O=C(Nc1ccc(F)c(Cl)c1)C1CC(=O)N(Cc2ccccc2)C1 (stereo not drawn)	-8	i	i	i	i	i	x	2	2	i	i
Cc1cccc(NC(=O)c2cc(-c3cccnc3)nc3c(C)cccc23)n1	-7	i	i	i	i	i	3	0	1	i	i
Cc1nc(C)c(-c2csc(Nc3ccc(S(N)(=O)=O)cc3)n2)s1	-5	i	i	i	i	i	0	-3	-2	i	i
Nc1ccc2c(c1)C(=O)c1ccccc1-2	-5	i	i	i	i	i	7	0	-1	i	i
COC(=O)c1ccccc1NC(=O)CN1CCC(n2nnc3cc(C(F)(F)F)ccc32)CC1	-2	i	i	i	i	i	-8	1	15	i	i
CC(C)NS(=O)(=O)c1ccc(CCC(=O)N2CCOCC2)cc1	-2	i	i	i	i	i	2	-6	9	i	i
COc1cccc(N2CCN(C(=S)Nc3cccc(C)c3)CC2)c1	-10	i	i	i	i	i	2	5	-2	i	i
Brc1cnc2nc(SCc3nc4ccccc4[nH]3)[nH]c2c1	-1	i	i	i	i	i	x	0	12	i	i
O=C(CSc1nnnn1-c1ccc2c(c1)OCCO2)N1CCc2ccccc21	-6	i	i	i	i	i	2	4	-1	i	i
O=c1c2cc(Br)ccc2[nH]c(=S)n1Cc1cccnc1	-10	i	i	i	i	i	-3	4	x	i	i
CC(NS(=O)(=O)c1ccc(OCC(=O)NCc2cccnc2)cc1)c1ccccc1 (stereo not drawn)	-7	i	i	i	i	i	-5	-1	0	i	i
Nc1ccccc1OCCOCCOCCOc1ccccc1N	-7	i	i	i	i	i	-5	2	x	i	i
Nc1cc(OC(=O)c2ccc(F)cc2)nn1S(=O)(=O)c1ccc(F)cc1	-1	i	i	i	i	i	-6	0	-1	i	i
O=C(NCc1ccccc1)NC(=O)c1ccccc1	-4	i	i	i	i	i	1	10	-2	i	i
C=CCNC(=S)N1CCN(CCN=CC2=C(O)CC(c3ccco3)CC2=O)CC1 (stereo not drawn)	-10	i	i	i	i	i	4	1	-3	i	i
COCCCn1c(=O)/c(=C\c2ccc(OC(F)F)c(OC)c2)s/c1=C(/C#N)C(N)=O	-9	i	i	i	i	i	2	1	-2	i	i
Cc1cccc(-c2nsc(SCC(=O)Nc3ccc4c(c3)OCO4)n2)c1	-8	i	i	i	x	i	-4	-1	-3	i	i
COc1ccc(S(=O)(=O)N2CN3CCN(C3)C2)cc1OC	-2	i	i	i	i	i	-1	-1	-3	i	i
O=C(OCc1c(Cl)cccc1Cl)c1cccnc1	-2	i	i	i	i	i	3	0	-2	i	i
COc1cccc(/C=C/C(=O)OC(C)C(=O)Nc2c(C)n(C)n(-c3ccccc3)c2=O)c1 (stereo not drawn)	-10	i	i	i	i	i	3	1	-1	i	i
COc1ccc(C(C(=O)NC2CCCC2)N(Cc2ccccc2)C(=O)CNC(=O)c2ccco2)cc1 (stereo not drawn)	-3	i	i	i	i	i	4	4	2	i	i
S=C1NC[C@H](c2ccccc2)N1CC1CCCCC1	-2	i	i	i	i	i	-10	3	1	i	i
O=C(O)CCC(=O)Nc1ccc(Br)cc1C(=O)c1ccc(Cl)cc1	-12	i	i	i	i	i	-1	-2	-2	i	i

Shown as a hit in KCNQ1 block, among the entries above:
| Structure | KCNQ1 block | KCNQ1 act | PolyA inhibitor | KCNK9 inh | DYRK1A inh | GSK3beta inhib | GSK3 alpha inh | RGS4 inh | KCNK3 block |
| --- | --- | --- | --- | --- | --- | --- | --- | --- | --- |
| Cc1ccccc1NC(=S)NCCC(c1ccccc1)c1ccccc1 | 7* | i | i | i | 0 | -2 | 6 | i | i |

(listing goes on)
compound	hERG protect	RGS4 pot	KCNQ1 block	KCNQ1 act	PolyA inhibitor	KCNK9 inh	DYRK1A inh	GSK3beta inhib	GSK3 alpha inh	RGS4 inh	KCNK3 block
CC(C)(C)c1ccc(CNc2cc(N3CCOCC3)ccc2[N+](=O)[O-])cc1	-1	i	i	i	i	i	7	3	11	i	i
CCCCNC(=O)C1Cc2cc(S(=O)(=O)N3CCCCC3)ccc2N1C(C)=O (stereo not drawn)	-8	i	i	i	i	i	-4	3	-1	i	i
CCOC(=O)N1CCC(n2c(=S)[nH]c3cc(OC)c(OC)cc3c2=O)CC1	-24	i	i	i	i	i	1	-2	0	i	i
N/C(CSc1ncccc1C(F)(F)F)=N\O	-5	i	i	i	i	i	8	2	-2	i	i
Cc1cc(NC(=O)c2ccc(Cl)c([N+](=O)[O-])c2)no1	-6	i	i	i	i	i	x	-1	0	i	i
CC(CCc1ccc(O)cc1)N1CCC(Oc2ccc(C(=O)N3CCCC3)cc2)CC1 (stereo not drawn)	0	i	i	i	i	i	-2	1	x	i	i
Cc1ccc(N2C(=O)C3C4C=CC(CC4)C3C2=O)cc1[N+](=O)[O-] (stereo not drawn)	-4	i	i	i	i	i	x	1	0	i	i
